# H9c2 protect: protects H9c2 cardiomyocytes from peroxide injury; protection from H2O2 cell death, % at 20 µM; AID 588492; H2O2 injury protection, ATPLite, 2 h; hit rate 0.63% among 360,000;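 active = compounds giving at least 50% protection of heart cells from peroxide-induced death in the single-dose screen, raw or plate-pattern-corrected value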;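 also: 0% = DMSO wells with peroxide and 100% = DMSO wells without peroxide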
# ABCB6 inh MLPCN: human ABCB6 transporter inhibition; fluorescence ratio to DMSO, % at 10 µM; K562-ABCB6 porphyrin accumulation, flow cytometry, 1 h; active compounds read low; hit rate 0.19% among 360,000;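 active = fluorescence ratio to DMSO below 75%, the collection mean minus 3 SD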;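 also: signal is porphyrin accumulated inside mitochondria; 100% equals median channel fluorescence of DMSO control wells; lower ratio means ABCB6 inhibition with less porphyrin fluorescence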
# Target sequence (Q9NP58 whole entry, looked up): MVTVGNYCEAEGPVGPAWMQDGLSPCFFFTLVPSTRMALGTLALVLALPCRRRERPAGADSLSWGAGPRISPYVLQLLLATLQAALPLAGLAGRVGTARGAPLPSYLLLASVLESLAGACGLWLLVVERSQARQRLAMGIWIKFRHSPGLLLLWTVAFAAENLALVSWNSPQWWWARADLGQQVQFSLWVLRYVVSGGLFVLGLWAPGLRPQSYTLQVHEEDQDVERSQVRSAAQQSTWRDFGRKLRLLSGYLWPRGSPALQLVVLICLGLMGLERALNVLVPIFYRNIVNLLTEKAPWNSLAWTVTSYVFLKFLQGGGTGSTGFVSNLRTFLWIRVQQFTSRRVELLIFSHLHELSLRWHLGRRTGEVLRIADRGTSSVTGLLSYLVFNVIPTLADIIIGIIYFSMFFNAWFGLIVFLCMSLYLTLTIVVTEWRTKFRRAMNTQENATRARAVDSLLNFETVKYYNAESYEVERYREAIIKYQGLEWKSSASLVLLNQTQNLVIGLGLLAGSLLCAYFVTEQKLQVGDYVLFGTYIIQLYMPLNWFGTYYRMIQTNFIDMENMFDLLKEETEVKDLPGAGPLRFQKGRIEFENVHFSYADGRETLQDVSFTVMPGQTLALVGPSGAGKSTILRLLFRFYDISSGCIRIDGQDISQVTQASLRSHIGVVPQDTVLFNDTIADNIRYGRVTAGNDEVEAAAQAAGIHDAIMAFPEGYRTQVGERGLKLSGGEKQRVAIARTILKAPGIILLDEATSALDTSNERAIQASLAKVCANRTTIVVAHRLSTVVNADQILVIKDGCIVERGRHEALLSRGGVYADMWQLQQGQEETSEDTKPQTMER
# MC4R barr agon: human MC4R agonism via beta-arrestin; AID 540308; U2OS MC4R beta-arrestin complementation, luminescence; percent of melanotan II response, DMSO zero; hit rate 0.98% among 360,000; P32245; activation, % at 8.9 µM;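 active = activation above a per-plate cutoff, the mean activation of sample wells on that plate plus 3 SD, cut at about 8% in these data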
# N-glyco inh: N-linked glycosylation inhibition; D54 ERlucT glycosylation luciferase reporter, 24 h; percent of 100 nM tunicamycin response; reporter increase, % at 12.5 µM; hit rate 0.23% among 360,000; AID 588692;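 active = mean luciferase reporter signal, scaled so untreated is 0 and the glycosylation-blocking control 100, at or above a set limit in every replicate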;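 also: luciferase carries N-glycosylation sites so blocking glycosylation raises the light; 0% = median of neutral control wells and 100% = median of 100 nM tunicamycin wells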
# MC4R antagonist: antagonists of human melanocortin 4 receptor (MC4R); MC4R-expressing cells, MTII-stimulated cAMP, LANCE TR-FRET; P32245; inhibition, % at 6.5 µM; AID 540295; hit rate 0.48% among 360,000;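 active = inhibition above its plate's cutoff, the mean of tested wells on that plate plus 3 SD, cut at about 29% in these data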;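 also: 0% = Melanotan II alone and 100% = Melanotan II plus saturating MCL0020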
#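 system = U2OS cells with stable human MC4R expression | also added = Melanotan II challenge after compound preincubation | dosing = one concentration, 6.5 µM nominal | incubation = compound 30 min, challenge 1 h, detection 1 h | measured by = TR-FRET with Eu-cAMP and labeled anti-cAMP, 671 nm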
# PDI inh: PDI (human) enzyme inhibition | hit rate 0.052% among 350,000 | inhibition, % at 10 µM | PDI insulin aggregation turbidity, A650, 90 min;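 active = mean inhibition across replicates of 30% or more, whatever share of single replicates reach that level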;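 also: absorbance from insulin aggregation driven by PDI reduction with DTT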
# m5-HT2A agonist: mouse HTR2A agonism via beta-arrestin recruitment | CHO-K1 mHTR2A beta-arrestin complementation, luminescence; percent of 30 µM serotonin response | activation, % at 7.6 µM | hit rate 0.66% among 360,000 | AID 624169;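 active = activation above a run cutoff, the mean activation of all tested compounds plus 3 SD, cut at about 14% in these data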;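 also: 0% = plate median of compound wells and 100% = 30 µM serotonin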
# ABHD5-PLIN5 inh: ABHD5-PLIN5 protein interaction inhibition | Q00G26+Q8WTS1 | Split G. princeps luciferase complementation, luminescence, 4 h | inhibition, % at 4 µM | hit rate 0.78% among 360,000 | AID 602281;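 active = inhibition above the mean inhibition across every tested compound plus 3 SD, cut at about 22% in these data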;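 also: 0% = DMSO only wells and the 100% control is not disclosed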
# CaV13 FRET inh: Primary screen for inhibitors of IQ motif and Ca2+-dependent inactivation inhibitor domain binding in CACNA1D, Förster resonance energy transfer in living cells, …. HEK cells, CFP/YFP FRET ICDI-IQ, plate reader, 10 min; percent FRET-ratio fall versus neutral wells. inhibition, % at 12.3 µM. hit rate 0.098% among 340,000;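 active = mean replicate inhibition of at least 30% and at least 1% of replicates passing that level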;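 also: 0% = median of the neutral control wells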
# Exocytosis inh: blocks lytic granule exocytosis. TALL-104 LAMP-1 surface exposure, flow cytometry; cells stimulated with thapsigargin and PMA. inhibition, % at 10 µM. hit rate 0.66% among 360,000;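 active = inhibition above about 55%, limit read from the data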
# Starred values were filed as active, the others as inactive; · = not tested or not shown.
compound,H9c2 protect,ABCB6 inh MLPCN,MC4R barr agon,N-glyco inh,MC4R antagonist,PDI inh,m5-HT2A agonist,ABHD5-PLIN5 inh,CaV13 FRET inh,Exocytosis inh
COc1ccc(-c2csc(NC(=S)NC(=O)c3ccco3)n2)cc1Br,6,84,-1.8,17,5,-6,1,-3,-7,12
COCc1cc(C)nc2sc(C(=O)Nc3ccccc3Br)c(N)c12,-5,91,1.6,-1,-2,-3,5,3,-15,6
COc1cc(C(=O)Nc2ccccc2N2CCOCC2)ccc1OCC(=O)N1CCOCC1,7,95,-1.8,3,-4,5,6,1,-6,3
Cn1c(=O)c2c(nc(CN3CCN(C(=O)c4ccco4)CC3)n2CCCO)n(C)c1=O,-1,101,-1.1,4,2,6,0,2,-3,0
C=CC(n1cncn1)C(O)(c1ccccc1)c1ccccc1 (centres undefined),4,84,-1.6,1,2,-3,0,-2,-8,-4
C#CCN(C[C@H]1[C@H](OC(=O)NC2CC2)[C@H](OC(=O)NC2CC2)C[C@H]2C(=O)N(c3ccccc3)C(=O)[C@@H]12)S(=O)(=O)c1ccc(C)cc1,12,97,-1.3,3,5,18,3,3,-6,-1
Nc1ccc2nc3c(=O)n(C4CCCCC4)c(=O)[nH]c3nc2c1,1,109,-0.9,7,-35,-11,-2,-8,-26,-6
O=C(Nc1ccc(Cl)cc1)C1CCCN(C2=NS(=O)(=O)c3ccccc32)C1 (centres undefined),4,102,-3.5,-3,2,-2,-14,2,-7,-1
O=C1CSC(c2cn(-c3ccccc3)nc2-c2cc3ccccc3oc2=O)N1Cc1ccccc1 (centres undefined),19,104,-0.4,-1,6,-4,-6,-1,·,-7
O=C(c1ccco1)N1CCN(S(=O)(=O)c2ccc(Br)cc2)CC1,3,101,0.3,-1,23,5,8,-7,-19,-9
CCN(CC)C(=O)c1oc2ccc(S(=O)(=O)N3CC(C)CC(C)C3)cc2c1C (centres undefined),-20,91,-0.6,-4,20,4,0,-10,-2,-8
CCOc1ccc2nc(NC(=O)c3cc([N+](=O)[O-])ccc3N3CCOCC3)sc2c1,16,103,-1.6,-9,16,-5,3,-1,-4,0
CCOc1ccc(NC(C)c2cc(Cl)ccc2O)cc1 (centres undefined),-24,95,5.4,-2,11,-13,-1,-11,-1,1
CCCC(=O)N1CCC1(C)C(=O)NCc1ccccc1SC (centres undefined),3,99,-0.5,1,3,6,1,-4,-6,6
CCNC(=O)N(C(=O)NCC)n1c(C)nnc1C,-3,·,-0.7,1,0,7,1,1,·,1
CC(=O)Nc1ccc(NC(=O)CCCSc2nc3ccccc3[nH]2)cc1,5,99,-2.0,0,3,-4,-5,5,-7,12
COc1ccc(CNC(=O)CC2C[C@H](C(=O)N3CCOCC3)[C@@]3(CCC4CCCC4)c4[nH]c5ccccc5c4CCN3C2=O)cc1OC (some centres undefined),-2,96,-2.0,2,5,1,-4,-3,-6,0
C/C(=N\NC(=O)Cc1ccccc1)c1cccnc1,3,102,1.6,2,-2,-9,-2,3,·,-4
CC1=CC=CC2=NC(=O)CC(C)(C(=O)N(CC(=O)NC(C)C)C3CCCC3)N12 (centres undefined),0,101,-1.2,3,2,6,0,-1,-3,5
CC(=O)Nc1ccc(NC(=O)CC(C)n2ccnc2)cc1 (centres undefined),2,100,-1.7,0,1,2,0,5,-18,-14
O=Cc1cccc(Oc2ncccn2)c1,-7,93,-1.3,0,13,-7,9,-2,-7,-1
CCOC(=O)C1=C[C@@H](CC)N(S(=O)(=O)c2ccc(C)cc2)[C@H]1c1cccc(Cl)c1,-7,99,·,-2,·,·,-4,-3,-5,6
CN(C)C(=O)CN1CCN(Cc2nc(CC3CC3)no2)CC1,8,97,1.4,1,0,5,2,4,-7,-7
CC(=O)Nc1ccc(N(C(=O)c2cnccn2)C(C(=O)NC2CCCCC2)c2ccc(O)cc2)cc1 (centres undefined),-2,100,0.2,0,-7,3,1,-2,-8,0
CC(NC(=O)c1ccc(Cl)c(Cl)c1)c1ccc(-c2ccccc2)cc1 (centres undefined),-10,92,1.7,-1,1,3,-7,0,-18,6
COCc1cc(C)n(CC(=O)NCC2CCCO2)c(=O)c1C#N (centres undefined),0,101,0.1,2,11,4,6,-4,-3,14
Clc1cccc(OCc2nnc(-c3ccccc3Br)o2)c1,-2,100,0.8,-1,11,5,-9,8,-7,3
CC1(C(=O)NS(=O)(=O)c2cccc(Cl)c2)CCN1C(=O)Cc1ccsc1 (centres undefined),2,89,-0.9,1,1,-45,0,1,-5,-9
COc1ccc2[nH]c(=O)c(CN(C(=O)c3ccccn3)c3ccccc3)cc2c1,29,100,-1.1,0,11,-4,1,4,-3,2
COc1ccc(-n2cnnc2SCC(=O)Nc2cccc(S(N)(=O)=O)c2)cc1,1,98,1.6,3,2,-2,0,11,-4,-11
O=C(CNC(=O)c1ccc(Br)cc1)c1ccccc1,-7,101,-1.4,-6,4,-2,-2,-8,-20,1
CCOc1ccc(CNC(=O)CN2C(=O)CSc3ccc(S(=O)(=O)N4CCOCC4)cc32)cc1,-1,101,-2.4,-2,5,-4,0,-14,-5,-11
CCN1C(=Nc2ccc(Cl)cc2)SC/C1=C\C(=O)OC,-15,86,-1.3,2,0,-2,-1,7,-10,2
COc1ccc(N2CCN(C(CNC(=O)COc3ccccc3)c3ccco3)CC2)cc1 (centres undefined),0,95,-1.9,-2,14,4,3,-6,-6,2
Cc1cc(N2CCOCC2)nc(-c2ccc([N+](=O)[O-])cc2)n1,-1,99,-1.6,1,-12,14,4,-4,-4,-1
NC(=O)CN1C(=O)C(=O)N(Cc2cccc(Cl)c2)C1=O,0,94,-1.2,3,9,4,2,11,-2,-2
O=C(NCCN1CCOCC1)/C(=C\c1ccccc1F)NC(=O)c1ccccc1,2,99,-1.6,3,0,9,0,3,-4,-2
NC(=O)C1CCN(C(=O)c2cc3n(n2)C(C(F)(F)F)CC(c2ccco2)N3)CC1 (centres undefined),8,98,-1.0,0,-1,·,1,8,-7,-8
Cc1c(Cl)c([N+](=O)[O-])nn1CCCC(=O)Nc1cc(Cl)ccc1Cl,-2,98,-1.2,-4,4,6,1,-5,-2,4
Cn1c(=O)n(C)c2cc(/C=N/NC(N)=S)ccc21,-2,96,-1.6,10,-6,-5,0,4,-3,1

# Ordered by formula weight (falling): part of the list above
compound,H9c2 protect,ABCB6 inh MLPCN,MC4R barr agon,N-glyco inh,MC4R antagonist,PDI inh,m5-HT2A agonist,ABHD5-PLIN5 inh,CaV13 FRET inh,Exocytosis inh
Cn1c(=O)c2c(nc(CN3CCN(C(=O)c4ccco4)CC3)n2CCCO)n(C)c1=O,-1,101,-1.1,4,2,6,0,2,-3,0
COCc1cc(C)nc2sc(C(=O)Nc3ccccc3Br)c(N)c12,-5,91,1.6,-1,-2,-3,5,3,-15,6
Cn1c(=O)n(C)c2cc(/C=N/NC(N)=S)ccc21,-2,96,-1.6,10,-6,-5,0,4,-3,1

# A section from the list above:
compound,H9c2 protect,ABCB6 inh MLPCN,MC4R barr agon,N-glyco inh,MC4R antagonist,PDI inh,m5-HT2A agonist,ABHD5-PLIN5 inh,CaV13 FRET inh,Exocytosis inh
CC(=O)Nc1ccc(N(C(=O)c2cnccn2)C(C(=O)NC2CCCCC2)c2ccc(O)cc2)cc1 (centres undefined),-2,100,0.2,0,-7,3,1,-2,-8,0
CC(NC(=O)c1ccc(Cl)c(Cl)c1)c1ccc(-c2ccccc2)cc1 (centres undefined),-10,92,1.7,-1,1,3,-7,0,-18,6
COCc1cc(C)n(CC(=O)NCC2CCCO2)c(=O)c1C#N (centres undefined),0,101,0.1,2,11,4,6,-4,-3,14
Clc1cccc(OCc2nnc(-c3ccccc3Br)o2)c1,-2,100,0.8,-1,11,5,-9,8,-7,3
CC1(C(=O)NS(=O)(=O)c2cccc(Cl)c2)CCN1C(=O)Cc1ccsc1 (centres undefined),2,89,-0.9,1,1,-45,0,1,-5,-9
COc1ccc2[nH]c(=O)c(CN(C(=O)c3ccccn3)c3ccccc3)cc2c1,29,100,-1.1,0,11,-4,1,4,-3,2
COc1ccc(-n2cnnc2SCC(=O)Nc2cccc(S(N)(=O)=O)c2)cc1,1,98,1.6,3,2,-2,0,11,-4,-11
O=C(CNC(=O)c1ccc(Br)cc1)c1ccccc1,-7,101,-1.4,-6,4,-2,-2,-8,-20,1
CCOc1ccc(CNC(=O)CN2C(=O)CSc3ccc(S(=O)(=O)N4CCOCC4)cc32)cc1,-1,101,-2.4,-2,5,-4,0,-14,-5,-11
CCN1C(=Nc2ccc(Cl)cc2)SC/C1=C\C(=O)OC,-15,86,-1.3,2,0,-2,-1,7,-10,2
COc1ccc(N2CCN(C(CNC(=O)COc3ccccc3)c3ccco3)CC2)cc1 (centres undefined),0,95,-1.9,-2,14,4,3,-6,-6,2
Cc1cc(N2CCOCC2)nc(-c2ccc([N+](=O)[O-])cc2)n1,-1,99,-1.6,1,-12,14,4,-4,-4,-1
NC(=O)CN1C(=O)C(=O)N(Cc2cccc(Cl)c2)C1=O,0,94,-1.2,3,9,4,2,11,-2,-2
O=C(NCCN1CCOCC1)/C(=C\c1ccccc1F)NC(=O)c1ccccc1,2,99,-1.6,3,0,9,0,3,-4,-2
NC(=O)C1CCN(C(=O)c2cc3n(n2)C(C(F)(F)F)CC(c2ccco2)N3)CC1 (centres undefined),8,98,-1.0,0,-1,·,1,8,-7,-8
Cc1c(Cl)c([N+](=O)[O-])nn1CCCC(=O)Nc1cc(Cl)ccc1Cl,-2,98,-1.2,-4,4,6,1,-5,-2,4

# The list continues:
compound,H9c2 protect,ABCB6 inh MLPCN,MC4R barr agon,N-glyco inh,MC4R antagonist,PDI inh,m5-HT2A agonist,ABHD5-PLIN5 inh,CaV13 FRET inh,Exocytosis inh
C/C(=N/NC(=O)Cn1nc2ccccc2n1)c1ccc(F)cc1,-4,74*,-2.5,0,-3,13,8,-3,-2,2
COc1ccc(CNC(=O)Cn2cncn2)cc1OC,-2,94,0.2,0,8,-6,3,8,1,1
COc1ccc(C(CNC(=O)c2cc(C)on2)N(C)C)cc1 (centres undefined),-2,99,0.8,0,-8,-1,1,1,-7,-9
COC(=O)C1OC1c1cc([N+](=O)[O-])ccc1OC (centres undefined),-3,101,2.3,0,0,-4,7,11,-9,2
Cc1cccc2sc(N(CCCN(C)C)C(=O)c3nc4ccccc4s3)nc12,-15,92,6.3,-5,-9,8,0,1,-10,-2
O=c1sc(N2CCN(c3ccccc3F)CC2)nc2ccsc12,-12,98,5.8,-9,4,·,-1,-2,-5,-7
Cc1cccc(N(CC(=O)N2CCCC2)S(C)(=O)=O)c1,4,104,0.0,-2,-5,10,-3,0,-1,0
CC(=O)c1ccc(N2CCN(C(=O)CCCn3c(=S)[nH]c4cc5c(cc4c3=O)OCO5)CC2)cc1,8,96,-2.4,0,13,2,3,0,-3,3
CC(C)(C)C(=O)NC1CC2CCCC(C1)N2C(=O)Nc1ccccc1Cl (centres undefined),1,91,-0.8,0,4,0,4,-1,-5,6

# Source: PubChem
